Screens as filed in PubChem BioAssay.
DENV2 CPE = inhibitors of DENV2 cytopathic effect, primary screen, cell-based, plate reader, single concentration; DENV2-infected cells, cytopathic effect rescue; CPE inhibition, % at 9.99 µM; 1.7% of 350,000 active; AID 651640, 2012; in the data active = CPE inhibition above about 20%, passing the limit was not always enough; inconclusive = no clear call, values can overlap the other calls; tested in BHK-21 cells;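 note: 0% = median of neutral control wells and 100% = median of positive control wells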
PAX8 inh HTS = inhibitors of PAX8-driven TPO luciferase reporter, primary screen, RMG-I cells, single concentration; inhibition, % at 12.6 µM; AID 652154, 2013; SteadyGlo, 24 h; 1.2% of 360,000 active;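 active = mean replicate inhibition at least 60% with every replicate also reaching 60%; inconclusive = only one of the two criteria is met; inactive = mean below 60% and not all replicates reaching 60%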;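 note: luciferase light reporting Pax8 driven TPO promoter activity; plate controls were median of neutral control wells for no effect and mitoxantrone controls for full effect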
EWS-Fli block = EWS/Fli-driven NR0B1 reporter inhibitors, primary screen, A673 cells, NR0B1 luciferase, luminescence, MLPCN library; inhibition, % at 12.6 µM; viability-normalised; 0.67% of 350,000 active;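 active = mean inhibition of at least 50% after viability correction, with every replicate also passing that limit; inconclusive = mean reaches 50% but only one of two replicates passes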;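 note: firefly luciferase signal divided by Alamar Blue viability fluorescence both relative to DMSO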
GSIS activator = GLuc luminescence reporter in INS-1E cells, primary screen for activators of glucose-dependent secretion of insulin | activation, % at 16.6 µM | INS-1E GLuc reporter insulin secretion, 2-3 h | 0.61% of 370,000 active;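 active = lowest replicate activation of at least 40%, so every replicate reaches that level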;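 note: 0% = median of neutral control wells and 100% = median of IBMX positive control wells; some compounds called inactive have numbers as strong as hits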
F508del corr = F508del CFTR correction, initial screen, CFBE line, single point; CFBE cells, YFP halide quenching; stimulated with forskolin plus potentiator P3; % fluorescence drop versus neutral controls; 0.36% of 350,000 active; AID 720511, 2013; activity (quench increase), % at 7.58 µM;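 active = mean added fluorescence quench of at least 8% versus neutral control, with both replicates also reaching 8%; inconclusive = only one of the mean or replicate conditions met; inactive = mean below 8% and not both replicates reaching 8%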;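 note: cells transiently co-express mutant CFTR-F508del with the halide-sensitive YFP; corrector assay measuring rescue of mutant channel to the surface after 24 h compound exposure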
miR-122 sensor = miR-122 Renilla sensor signal increase in Huh7, primary screen, miR-122 inhibitor project, cell-based, single point, plate reader. activation (reporter increase), % at 12.5 µM. Huh7 miR-122 Renilla luciferase sensor, 48 h; neutral wells = 0, positive control = 100. 0.3% of 340,000 active;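 active = mean replicate activation score at least 90 and every replicate individually at or above 90; inconclusive = only one of the two criteria met; inactive = neither criterion met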;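 note: higher luciferase means less miR-122 activity so hits act as miR-122 inhibitors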
FN deposition inh = inhibitors of fibronectin matrix deposition, primary screen, AH1F cells, Alexa488-fibronectin fluorescence, plate reader; 0.086% of 350,000 active; AH1F fibroblasts, overnight; inhibition, % at 12.6 µM;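 active = mean inhibition across replicates of 30% or more, regardless of how many single replicates reach that level; inconclusive = mean under 30% yet at least half of replicates reach 30%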;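 note: positive control wells lacked labelled fibronectin entirely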
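test system = AH1F fibroblasts assembling fluorescent fibronectin matrix | quantity = 10000 AH1F cells per well | buffer or medium = DMEM plus 2% serum, read in PBS | doses = single dose, pinned | incubation = 1 h cell attachment, overnight exposure to compound and label | detection = fluorescence at 485 nm excitation, 525 nm emission | read-out basis = inhibition from reduced deposited-fibronectin fluorescence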
Starred values were filed as active, the others as inactive; ? = inconclusive; nt = not tested or not shown; [ ] = another dose, or the depositor's remark.

SMILES	DENV2 CPE	PAX8 inh HTS	EWS-Fli block	GSIS activator	F508del corr	miR-122 sensor	FN deposition inh
Cc1cccc2nc(CNC(=O)C3CCC(=O)N(Cc4ccccc4F)C3)cn12 (stereo not drawn)	-1	nt	-1	5	2.9	3	7
Cc1cccnc1NC(=O)C1CCN(S(=O)(=O)c2c(C)noc2/C=C/c2ccco2)CC1	nt	17	nt	11	nt	-3	12
COc1ccc(F)c(CN2CCC(CO)(Cc3cccc(C(F)(F)F)c3)CC2)c1	14	20	15	-34	0.2	2	-2
CCc1csc(N2[C@H](CO)[C@H](c3ccc(-c4ccc(F)cc4)cc3)[C@@H]2C#N)n1	-6	-18	-15	-4	0.5	nt	4
CS(=O)(=O)c1nc(S(=O)(=O)c2ccc(Cl)cc2)c(NCc2ccccn2)s1	12	1	12	17	0.4	nt	0
COc1ccc(N(CC(=O)N2CCCC2)S(=O)(=O)c2ccc(NC(C)=O)cc2)cc1	0	-7	4	-3	-0.5	4	10
COc1ccc(NC2=C(NC(C)=O)C(=O)c3ccccc3C2=O)cc1	-5	-1	2	nt	0.8	-1	-1
CN(C)CCCn1c(SCC(=O)N2c3ccccc3Sc3ccccc32)nc2ccccc2c1=O	nt	5	54*	-11	nt	-8	-2
COc1cccc(NC(=O)N(C)C[C@H]2Oc3ncc(C#Cc4cccnc4)cc3C(=O)N([C@H](C)CO)C[C@H]2C)c1	0	-5	9	-2	-1.6	-5[16.7 µM]	nt
CC(=O)c1ccc(-c2ccc(Cn3c(C)nc4cc(N)c(C)nc43)cc2)cc1	-1	12	14	8	2.4	nt	-7
COc1ccc(NC(=O)Nc2ccc3c(c2)C(=O)N([C@H](C)CO)C[C@H](C)[C@H](CN(C)S(=O)(=O)c2ccccc2)OCCCC[C@@H](C)O3)cc1	-1	-15	-17	13	0.5	9[16.7 µM]	6
O=C(NN=C1CCCC1)c1cccs1	nt	3	nt	35	nt	nt	12
COc1ccc(NC(=O)N(C)C[C@@H]2Oc3ccc(NC(=O)Cn4cnnn4)cc3C(=O)N([C@@H](C)CO)C[C@H]2C)cc1	6	nt	-2	19	-2.5	19[16.7 µM]	nt
COCc1nnc(NC(=O)c2ccc(S(=O)(=O)N(C)Cc3ccccc3)cc2)o1	7	-2	25	22	-2.5	1	-4
CN(Cc1nc(-c2ccc(Cl)cc2)no1)C(=O)c1ccco1	?	-10	-19	-4	-6.0	nt	19
O=S(=O)(NC1CC1)c1ccc2c3c(cccc13)CC2	-7	13	-15	6	0.3	54	5
COc1cccc(NC(=O)N[C@H]2CC[C@@H](CC(=O)N3CCOCC3)O[C@@H]2CO)c1	1	-1	-2	28	0.5	nt	nt
N#C[C@@H]1N[C@@H](CO)[C@H]1c1ccc(C#CC2CCCCC2)cc1	-4	-2	-14	6	0.8	nt	1
CC(=O)Nc1cnc(-c2cc(C)c(O)c(C)c2)cn1	-7	-78	-58	23	0.6	1	1
O=C(Nc1cc(S(=O)(=O)N2CCCC2)ccc1Cl)c1ccncc1	-7	-6	4	nt	4.3	0	7
Cc1ccc(S(=O)(=O)N[C@@H]2CC[C@@H](CCn3cc(C(C)C)nn3)O[C@H]2CO)cc1	-3	25	-1	-4	-0.5	nt	nt
C[C@@H]1CN([C@@H](C)CO)C(=O)Cc2cc(NC(=O)C3CCCCC3)ccc2O[C@@H]1CN(C)C(=O)Nc1ccc(F)cc1	-1	-9	4	4	1.6	-7[16.7 µM]	-6
COc1ccc2c3c([nH]c2c1)[C@@H](CO)N(Cc1ccccc1F)CC31CCN(C(=O)C2CCC2)CC1	0	11	18	17	-0.9	nt	nt
O=C(NCCc1ccccc1)C1CCC(Cn2c(=O)c3ccccc3n(Cc3cccc(F)c3)c2=O)CC1 (stereo not drawn)	nt	20	nt	13	nt	nt	-12
CCNS(=O)(=O)c1ccc(OCCNS(C)(=O)=O)cc1	7	nt	4	1	2.3	-6	nt
CCN1CCN(c2ccc(Cl)cc2NC(=O)c2ccco2)CC1	6	-15	-1	28	-1.5	3	3
Brc1ccc(N2O[C@H]3C=C[C@@H]2C3)nc1	-3	2	-45	2	-0.8	nt	8
COc1ccc(OC)c(/C=N/NC(=O)CSc2cc(C)nc3c(OC)cccc23)c1	-5	-1	3	-7	-4.9	-4	3
COCCCN1C(=O)[C@@]2(Cc3ccccc31)c1ccccc1C(=O)N(C1CCCCC1)[C@H]2c1ccc(CO)cc1	-1	9	1	nt	-1.6	nt	nt
O=C(OCc1nnc(-c2ccccc2)o1)c1cc(Cl)ccc1[N+](=O)[O-]	-1	-6	-11	-1	-1.9	nt	2
CCc1noc(C)c1C(=O)N(C)CC(=O)Nc1cccc(OC)c1	0	-16	-3	-1	0.4	5	-10
Cc1ccc(/C=C2\SC(=S)N(CC(=O)Nc3cccnc3)C2=O)cc1	-6	-10	-7	7	4.3	nt	6
CO[C@H]1CN(C)C(=O)c2ccc(NC(=O)Cc3ccccc3)cc2OC[C@H](C)N(C(=O)c2ccccc2F)C[C@H]1C	4	0	5	-20	-1.8	nt	-14
CCCCCCCCN1C(=O)N(Cc2ccc(OC)cc2)S(=O)(=O)c2ccc(F)cc21	0	-3	14	-14	-0.3	nt	2
COc1ccc(/C=N/NC(=O)c2cccc([N+](=O)[O-])c2)cc1OC(=O)c1ccc(C)cc1	nt	15	nt	nt	nt	6	-2
O=C(N/N=C/c1ccco1)c1ccccc1OCc1ccc(Br)cc1	10	-13	-15	-2	0.2	nt	-9
COc1ccc(CCNC(=O)COC(=O)c2ccc(N3CCCC3=O)cc2)cc1OC	-6	1	1	31	0.2	nt	nt
S=C(CN1CCCC1=S)NCCc1ccccc1	9	-11	9	7	1.2	nt	-13
COc1ccc(Nc2ccccc2NC(=O)c2ccccc2Br)cc1	2	25	-4	2	4.5	5	0
C[C@@H]1CCCCO[C@H](CN(C)C(=O)Nc2cccc3ccccc23)[C@@H](C)CN([C@H](C)CO)C(=O)c2cc(NS(=O)(=O)c3ccc(Cl)cc3)ccc2O1	-6	7	7	17	-1.3	-15[16.7 µM]	1

Pulled one by one from the list above (2):
SMILES	DENV2 CPE	PAX8 inh HTS	EWS-Fli block	GSIS activator	F508del corr	miR-122 sensor	FN deposition inh
CCCCCCCCN1C(=O)N(Cc2ccc(OC)cc2)S(=O)(=O)c2ccc(F)cc21	0	-3	14	-14	-0.3	nt	2
CO[C@H]1CN(C)C(=O)c2ccc(NC(=O)Cc3ccccc3)cc2OC[C@H](C)N(C(=O)c2ccccc2F)C[C@H]1C	4	0	5	-20	-1.8	nt	-14

(cont.)
SMILES	DENV2 CPE	PAX8 inh HTS	EWS-Fli block	GSIS activator	F508del corr	miR-122 sensor	FN deposition inh
Cc1c(NC(=O)/C(C#N)=C/c2ccc3ccccc3c2)c(=O)n(-c2ccccc2)n1C	-6	-12	0	nt	-0.7	nt	nt
Cc1cc(C(=O)Nc2ccc(F)cc2)c2ccccc2n1	1	2	-1	-2	-1.6	16	5
Cc1ccc(NC(=O)CSc2ccc(-c3cccnc3)nn2)cc1Cl	-4	29	-2	9	0.1	0	7
Cc1cc(C(=O)N2CCN(CCc3ccccc3)CC2)no1	3	nt	4	6	-1.4	1	nt
CNC(=O)c1c(NC(=O)c2cccc(N3C(=O)CCC3=O)c2)sc2c1CCC2	-6	6	-3	18	3.2	1	2
O=C(O)COc1ccccc1/C=N/NC(=O)CNC(=O)c1ccc(F)cc1	-2	13	6	-5	-0.5	-6	-3
Cc1ccc(NC(=O)N/C=C/c2ccco2)c(C)c1	nt	-11	nt	nt	nt	-5	-1
C[C@H](NC(=O)OC(C)(C)C)C(=O)NCC1CCC(C(=O)O)CC1 (stereo partly drawn)	nt	10	nt	nt	nt	-5	-5
O=C(C[C@H]1C=C[C@H](NC(=O)c2ccc3c(c2)OCO3)[C@@H](CO)O1)NCc1ccc(F)cc1	-4	-2	-4	-20	-2.0	nt	-12
Cc1nc2ccccc2n1CCc1nc2c3ccccc3nc(SCC(=O)NCc3ccco3)n2n1	nt	6	nt	nt	nt	-4	-10
CC1(C)CC(=O)C(C2=NC3(CCCCC3)Cc3ccccc32)=C(O)C1	-7	15	6	-2	-0.5	nt	-8
C[C@H](CO)N1C[C@H](C)[C@@H](CN(C)Cc2ccc(C(=O)O)cc2)Oc2ccc(NC(=O)Nc3cccc4ccccc34)cc2C1=O	-5	0	-3	16	0.8	-3[16.7 µM]	nt
C[C@H]1CN([C@@H](C)CO)C(=O)c2cc(NC(=O)c3ccncc3)ccc2O[C@H]1CN(C)S(=O)(=O)c1ccc(Cl)cc1	19	10	-4	4	-2.3	3[16.7 µM]	3
Cc1[nH]c(=O)[nH]c(=O)c1S(=O)(=O)NCCOC12CC3CC(CC(C3)C1)C2	nt	9	nt	nt	nt	-1	4
CCOc1cc(/C=C2\N=C(C)OC2=O)cc(Br)c1OCCc1ccccc1	-7	nt	25	-5	1.7	0	nt
Cc1ccnc(N/C=C(/NC(=O)c2ccccc2)C(=O)N/N=C\c2ccc(Cl)cc2)n1	-3	3	6	-6	-2.3	-1	-10
CC(CC(=O)Nc1nc2ccccc2[nH]1)n1ccnc1 (stereo not drawn)	-2	8	-6	59	1.4	-1	-7
CO[C@H]1CN(C)C(=O)c2cc(NS(=O)(=O)c3cn(C)cn3)ccc2OC[C@@H](C)N(CC2CC2)C[C@H]1C	-1	nt	-3	8	2.7	nt	-2
O=C(Nc1ccc(N2CCCCC2)cc1)c1ccc2c(c1)OCCO2	nt	-111	nt	nt	nt	2	10
COc1ccc(-n2c(SCC(=O)NCC3CCCO3)nc3c([nH]c4ccccc43)c2=O)cc1 (stereo not drawn)	5	1	10	-17	1.0	-3	0
COCCCn1c(=O)/c(=C/c2ccccc2OC(C)C)s/c1=C(\C#N)C(=O)Nc1ccc(C(=O)O)cc1	1	2	11	-3	1.1	-3	6
COc1ccc(NC(=O)C2=CC(c3ccc(C)cc3)=NS(=O)(=O)N2C)cc1OC	-16	-2	7	nt	-0.6	-1	-4
COc1cccc(-c2ccc([C@@H]3[C@H](CO)N(C(C)=O)C34CN(C(C)=O)C4)cc2)c1	2	nt	1	1	1.3	nt	nt
CCOC(=O)NC(=O)c1cn(N(C)c2ncc(C(F)(F)F)cc2Cl)c(=O)[nH]c1=O	-2	9	6	-19	2.4	nt	-2
CC(=O)N1CCN(c2ccc(NC(=S)NC(=O)/C=C/c3ccccc3)cc2)CC1	-4	4	7	7	nt	nt	-2
Cc1cccc(N(C)c2ncnc3onc(-c4ccc(F)cc4)c23)c1C	nt	-3	-6	nt	2.8	-2	5
COc1cc2[nH]c(=S)n(C3CC3)c(=O)c2cc1OC	-3	4	2	24	-0.4	-7	3
CC(C)NC(=O)N(C)C[C@@H]1Oc2ccc(NC(=O)CCCN(C)C)cc2C(=O)N([C@H](C)CO)C[C@H]1C	-2	11	-2	2	-1.5	-2[16.7 µM]	nt
O=C(C[C@@H]1C=C[C@@H](NC(=O)c2cccnc2)[C@H](CO)O1)NCCN1CCCCC1	5	nt	nt	14	-0.3	nt	0
O=C(O)c1ccc(-c2nc3ccccc3[nH]2)cc1	?	-6	-1	23	nt	nt	-2
COCCNC(=O)C[C@@H]1CC[C@@H](NC(=O)NC2CCCCC2)[C@@H](CO)O1	6	nt	nt	19	-0.3	nt	nt
O=C(/C=C(\Nc1cccc(C(F)(F)F)c1)c1ccccc1)c1ccccc1	1	-158	-68	15	-1.3	nt	14
CC(=O)c1ccc(NC(=O)CCCN2C(=O)/C(=C/C(C)=C/c3ccccc3)SC2=S)cc1	0	23	-9	-3	nt	0	-9
O=S(=O)(Nc1nnc(C2CC2)s1)c1ccccc1	-3	18	2	20	-3.3	-1	0
Cc1nnc(SCC(=O)NNC(=O)c2ccccc2)n1N	-2	12	-4	22	-1.3	nt	-13
